From PubChem BioAssay
KDM5B inh: KDM5B demethylase inhibition. Q9UGL1. KDM5B demethylase, FDH-coupled NADH fluorescence (FDH is formaldehyde dehydrogenase). Potency, µM (titrated, usually from 57.7 µM), inactives show at the highest dose activity change, negative = inhibition, most hits filed as inhibitors. 220,000 tested, 2.6% active; active means well fitted inhibition curve with a large enough effect; inconclusive means small, poorly fitted or top-dose-only effect; inactive means no such curve, though single readings can be large or run the other way; further: 0% is about no effect; nearly all actives have a fitted effect of over 70% in size
Target sequence (Q9UGL1 whole entry, looked up): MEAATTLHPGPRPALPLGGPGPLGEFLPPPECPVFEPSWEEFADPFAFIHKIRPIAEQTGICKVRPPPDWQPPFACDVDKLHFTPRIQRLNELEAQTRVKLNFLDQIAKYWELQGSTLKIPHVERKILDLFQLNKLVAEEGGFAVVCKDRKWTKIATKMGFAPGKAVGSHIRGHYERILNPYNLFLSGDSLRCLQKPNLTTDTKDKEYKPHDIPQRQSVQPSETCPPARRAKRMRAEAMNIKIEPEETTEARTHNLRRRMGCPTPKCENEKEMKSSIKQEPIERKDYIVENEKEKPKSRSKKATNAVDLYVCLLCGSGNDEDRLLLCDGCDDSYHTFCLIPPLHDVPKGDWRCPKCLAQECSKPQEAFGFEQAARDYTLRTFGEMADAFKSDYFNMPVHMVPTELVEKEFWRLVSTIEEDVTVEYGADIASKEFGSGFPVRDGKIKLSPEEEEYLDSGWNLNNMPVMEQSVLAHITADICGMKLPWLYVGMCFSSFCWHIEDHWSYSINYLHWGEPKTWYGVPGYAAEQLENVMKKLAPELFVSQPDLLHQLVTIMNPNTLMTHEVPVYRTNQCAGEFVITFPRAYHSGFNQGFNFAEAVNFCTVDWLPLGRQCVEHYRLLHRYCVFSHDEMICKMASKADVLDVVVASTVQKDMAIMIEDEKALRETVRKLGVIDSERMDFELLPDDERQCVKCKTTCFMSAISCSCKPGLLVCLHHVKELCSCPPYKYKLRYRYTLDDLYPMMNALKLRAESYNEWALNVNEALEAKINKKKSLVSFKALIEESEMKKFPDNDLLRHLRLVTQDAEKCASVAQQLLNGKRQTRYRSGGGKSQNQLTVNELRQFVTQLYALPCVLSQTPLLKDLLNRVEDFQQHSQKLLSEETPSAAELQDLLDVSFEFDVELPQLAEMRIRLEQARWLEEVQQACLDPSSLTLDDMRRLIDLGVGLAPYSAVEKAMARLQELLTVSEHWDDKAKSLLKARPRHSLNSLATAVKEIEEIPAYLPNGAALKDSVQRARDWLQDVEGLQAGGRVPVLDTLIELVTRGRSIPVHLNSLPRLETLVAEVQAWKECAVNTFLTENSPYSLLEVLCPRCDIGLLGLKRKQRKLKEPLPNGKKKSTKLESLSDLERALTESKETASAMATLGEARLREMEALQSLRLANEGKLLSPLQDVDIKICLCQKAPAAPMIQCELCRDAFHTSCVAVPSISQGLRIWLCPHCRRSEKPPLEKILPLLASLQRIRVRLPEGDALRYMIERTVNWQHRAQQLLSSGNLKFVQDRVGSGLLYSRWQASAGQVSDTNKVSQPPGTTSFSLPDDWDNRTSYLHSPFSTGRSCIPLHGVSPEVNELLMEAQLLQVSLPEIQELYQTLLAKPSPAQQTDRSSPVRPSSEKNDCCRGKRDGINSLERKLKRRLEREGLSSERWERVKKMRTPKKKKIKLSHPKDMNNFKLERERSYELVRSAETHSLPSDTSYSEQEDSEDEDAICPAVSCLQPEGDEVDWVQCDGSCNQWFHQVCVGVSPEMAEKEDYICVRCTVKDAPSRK
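Compound dilutions met 200 nM (final) KDM5BΔAP for 10 min at room temperature before substrate addition. The substrate mix held 12.5 µM H3K4me3 with cofactors 25 µM α-ketoglutarate and 50 µM Fe²⁺. NADH signal gain over 30 min defined activity.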
Starred values were filed as active, the others as inactive; ? = inconclusive; & = joins results of further samples; [ ] = another dose, or the depositor's remark. Potency means the concentration at half of the fitted maximal effect.

SMILES	KDM5B inh
CN(C)C(=O)Nc1ccc2c(c1)CCC2	18%
Cc1ccccc1CNS(=O)(=O)c1csc(C(N)=O)c1	12%
CCCCc1ccc(NC(=O)c2nccnc2N)cc1	-6%
COc1ccc(-c2ccc(NS(=O)(=O)c3ccc(F)c(C(F)(F)F)c3)cc2)nn1	-27%
COc1nccnc1NC1CCN(S(=O)(=O)c2ccccc2)CC1	25µM*
Cc1nc(/C=C/C(=O)N(C)Cc2cccs2)cs1	-13%
Cc1cc(/C(=N\O)C(C)(C)NO)ccc1Cl	-3%
O=C(c1ccc2nccn2c1)N1CCC(c2ccccc2F)C1 (centres undefined)	?
Cc1cc(C)c(CNC(=O)c2nc(-c3ccc(CN(C)C)cc3)cc3c2ccn3C(C)C)c(=O)[nH]1	28µM*
CCOC(=O)Cn1c(=O)c2c3c(sc2n(CCN(C)C)c1=O)COC(C)(C)C3	10%
O=C(c1ccc(F)cc1)N1C[C@@H](CO)[C@H](c2nc(C3CC3)no2)C1	-10%
COc1cccc(NC(=O)c2ccc(-c3nc(COc4ccccc4)c(C)o3)cc2)c1	?
O=C1CCC(C(=O)N[C@@H]2COCC[C@@H]2OCc2cscn2)=NN1	7%
O=C(CN1C(=O)COc2ccc(S(=O)(=O)N3CCOCC3)cc21)Nc1ccc(F)c(Cl)c1	?
COc1ccc(C(=O)OCC(=O)N2CCOCC2)cc1S(=O)(=O)N1CCOCC1	28%
CCN(CC)C(=O)Cn1c(=O)cc(C)c2c(C)nn(C)c21	?
O=C(Nc1cccs1)Nc1cc(C(F)(F)F)ccc1Cl	-29%
CCOc1ccc(NC(=O)COC(=O)CSCC(=O)Nc2ccc(C)cc2C)cc1	26%
Fc1ccc(-c2csc(Nc3ccccc3)n2)cc1	-8%
COc1ccc(CNC(=O)Cc2c(C)c3c(cc(C)c4c(C)c(C)oc43)oc2=O)cc1	-1%
Cc1cc(C)c(CNC(=O)c2nc(-c3cccc(C(F)(F)F)c3)cc3[nH]ccc23)c(=O)[nH]1	?
COc1cc(OC)cc(C(=O)Nc2nc(-c3nnn(-c4ccc(C)cc4)c3C)ns2)c1	-1%
CCn1nc(C(=O)Nc2cccc(S(=O)(=O)N3CCCCCC3)c2)c2ccccc2c1=O	-18%
NC(=O)NC(=O)CN1CCCC(c2nc3ccccc3o2)C1 (centres undefined)	1%
COc1cc(OC)c(NC(=O)Cn2nc(C)n3cccc3c2=O)cc1Cl	-2%

Brought forward from above: 2 compounds, followed by the next part.
SMILES	KDM5B inh
NC(=O)NC(=O)CN1CCCC(c2nc3ccccc3o2)C1 (centres undefined)	1%
COc1cc(OC)c(NC(=O)Cn2nc(C)n3cccc3c2=O)cc1Cl	-2%
CC(NC(=O)/C(=C/c1cccc(Br)c1)NC(=O)c1ccco1)C(=O)O (centres undefined)	-24%
O=C(Nc1ccccc1)OCCNC(=O)c1cccc(Br)c1	23%
CCNC(=O)NCC1Cn2cccc2CN1C (centres undefined)	22µM*
CN(C)c1cc(-c2ccc(F)cc2)oc(=O)c1Cl	10%
N#Cc1nc(-c2ccco2)oc1N1CCN(C(=O)c2ccccc2Cl)CC1	?
CN1CCCCCC(O)c2cc(C(=O)NCc3ccccn3)ccc21 (centres undefined)	-28%
O=C(NCCCn1ccnc1)c1cnc2c(c1)N(C(=O)CCc1ccccc1)CCC2	29%[86.2 µM]
CN(C)C[C@@H]1CN(c2ccccn2)C[C@H]1NC(=O)c1ccc2c(c1)OCO2	28µM*
Cc1cccc(NS(=O)(=O)c2ccc(-c3cnc(C4CC4)o3)cc2)c1	4%
CC(C)(C)OC(=O)N1CCC(c2c(C(=O)Nc3cccc(C(F)(F)F)c3)cnn2-c2ccc(F)cc2F)CC1	-9%
Cc1ccc(CN(C(=O)c2cc(=O)c3cc(Cl)ccc3o2)c2ccccn2)cc1	-27%
COc1ccc(-c2nnc(C3CCN(S(=O)(=O)c4cccc(Cl)c4)CC3)o2)cc1	-25%
COc1cc2c(cc1OC)C(COc1ccccc1OC)N(C(=O)c1ccc(S(=O)(=O)N3CCCC3)cc1)CC2 (centres undefined)	-22%
COc1ccc(-c2c(C)oc3cc(OC(C)=O)ccc3c2=O)cc1OC	29%
Cc1ccc(CC(=O)N2CCN(c3cc(C(F)(F)F)ncn3)CC2)cc1	-30%
CC(=O)NC[C@H]1O[C@@H](CC(=O)NCc2ccc(F)cc2)[C@H](O)[C@@H]1O	14%[86.2 µM]
CCn1cc(CN2CCOc3ccc(C(=O)NCc4ccccc4F)cc3C2)cn1	0%
Cc1cccc(NS(=O)(=O)c2ccc(NC(=O)N3CCCC3)cc2)c1	-20%[11.5 µM]
O=C(O)C[C@@H]1CCN(C(=O)COc2ccccc2)C[C@@H]1CCN1CCCCC1	17%[86.2 µM]
CCN1c2ccccc2NC2=C(C(=O)CC(C)(C)C2)C1c1ccccc1 (centres undefined)	11%
Cc1ccccc1OC(=O)CSc1nnc(-c2ccc(F)cc2)o1	-18%
CC(=O)Nc1ccc(CN2CCn3c(nnc3C3CCNCC3)C2)cc1	13µM*
COc1ccc(C(=O)/C=C/c2ccc(C)cc2)c(OC)c1	6%
Cc1ccc(CC2CC(=O)N(c3ccc4ccccc4n3)C2=O)cc1 (centres undefined)	22%
Cc1ccc(NC(=O)c2cc(C)nn2-c2ccccc2)cc1	-40%

Arranged by value in KDM5B inh (falling): three from the list above.
SMILES	KDM5B inh
CN(C)C[C@@H]1CN(c2ccccn2)C[C@H]1NC(=O)c1ccc2c(c1)OCO2	28µM*
CCNC(=O)NCC1Cn2cccc2CN1C (centres undefined)	22µM*
CC(=O)Nc1ccc(CN2CCn3c(nnc3C3CCNCC3)C2)cc1	13µM*

Grouped by structure: the compounds so far containing bromine.
SMILES	KDM5B inh
CC(NC(=O)/C(=C/c1cccc(Br)c1)NC(=O)c1ccco1)C(=O)O (centres undefined)	-24%
O=C(Nc1ccccc1)OCCNC(=O)c1cccc(Br)c1	23%

(continued)
SMILES	KDM5B inh
Cc1cc(C)[n+](Cc2ccccc2)cc1C(N)=O	22%
CCOc1ccc(OCC)c(NC(=O)c2cnn(-c3ccc(F)cc3)c2C2CCN(C(=O)OC(C)(C)C)CC2)c1	-15%
CC1CCN(c2nc3ccccc3nc2C(F)(F)F)CC1	12%
CN1C(=O)CO[C@H]2CN(C(=O)c3ccccc3)C[C@H]21	-2%[115 µM]
CCCNC(=O)N1CCOC[C@H](Oc2ccc(OC)cc2)C1	2%[86.2 µM]
O=C(NCc1ccc2c(c1)OCCO2)N1CCN(S(=O)(=O)c2cccc(Cl)c2Cl)CC1	6%
O=C(NCCc1ccc(F)cc1)c1cc2ccccc2[nH]1	11%
O=C(Nc1ccc(-c2nnnn2C2CC2)cc1)C1CCCC1	6%
CCN1CCN(CCNC(=O)CCn2ccc3cc(S(=O)(=O)N4CCCCC4)ccc32)CC1	-1%
Fc1cccc(Nc2nc(-c3ccccc3)no2)c1	-24%
O=C(O)/C=C/c1cn(-c2ccccc2)nc1-c1cccs1	?
COc1ccc(Cl)cc1NC(=O)c1ncoc1-c1ccco1	-4%
O=C(Cc1ccsc1)N1CCCn2cc(-c3ccccc3F)nc21	-17%
COc1ccc(NC2c3ccccc3C(=O)N2Cc2ccccc2Cl)cc1OC (centres undefined)	14%
COc1cccc(NC(=O)Cn2c(N3CCc4ccccc4C3)nc(C)cc2=O)c1	11µM*
CN(Cc1nccs1)C(=O)C1CCC(=O)N(CCc2cccc(F)c2)C1 (centres undefined)	-13%
CCOc1cc(-c2nc(C3CC(=O)N(c4ccc(OC)cc4)C3)no2)cc(OCC)c1OCC (centres undefined)	?
COc1ccc(C(CC(=O)N2CCCCC2)c2c[nH]c3ccccc23)cc1OC (centres undefined)	-16%
Cc1ccc(CNC(=O)C2(CCO)CCN(Cc3ccccc3)C2)o1 (centres undefined)	-11%
COc1ccccc1-c1cc(C(=O)NC2CCN(C)CC2)c2ccc(Cl)c(C)c2n1	?
N#C/C(=C\c1cc(Br)c(Br)o1)c1nc2ccccc2[nH]1	?
CCOCCCN1C(=O)c2ccccc2CC1(C)C(=O)NC1CCCCC1 (centres undefined)	-3%
COc1ccc(C(=O)N2CCN(c3ccc(NC(=O)c4cccs4)cc3)CC2)cc1	-6%
Cc1ccc(C(=O)N2CCCC2c2nncn2Cc2ccncc2)c(=O)[nH]1 (centres undefined)	?
COc1ccccc1CCC(=O)N[C@@H]1CN(c2ncccn2)C[C@H]1CO	18µM*
Next part.
SMILES	KDM5B inh
O=C(NCCCn1ccnc1)c1c(F)cccc1F	11%
Cc1ccc(C(=O)OCC(=O)N2CCCCCC2)c(O)c1	-6%
CCOc1ccccc1NC(=O)Cn1nnc(C(=O)NCc2ccccc2)c1N	3%
CC(C)C(NC(=O)N(C)Cc1ccc(C(F)(F)F)cc1)c1ccc2c(c1)OCCCO2 (centres undefined)	-29%
Cn1c(CN2CCCCC2)nc2cc(NC(=O)c3cccc(Br)c3)ccc21	0%
COc1cc(C2c3c(oc4ccc(F)cc4c3=O)C(=O)N2c2nc(C)c(C)s2)cc(OC)c1OC (centres undefined)	20%
COc1ccc(OCc2nnc3sc(-c4ccccn4)nn23)cc1	9%
CCN(CC)C(=O)c1ccc(CNC(=O)N(C)C(C2CC2)C2CC2)cc1	?
COc1ccc(NC(=O)NNC(=O)COc2ccc([N+](=O)[O-])c(C)c2)cc1OC	17%
Cc1ccc(C23CC4CC(CC(C(=O)N(C)C)(C4)C2)C3)cc1	-11%
COCCN1C(=O)CC[C@]2(C(=O)NCc3ccccc3OC)CCCC[C@@H]12	-4%
COc1ccc(C(=O)N2CCC3(C2)NC(=O)c2ccccc2O3)cc1 (centres undefined)	20%
Cc1coc2c1c(C)cc1oc(=O)c(CC(=O)NCCc3ccc(Cl)cc3)c(C)c12	-15%
CCC(C(=O)N1CCC2(CCC(=O)N(Cc3ccccn3)C2)CC1)n1cccn1 (centres undefined)	?
COCCCn1c(C)cnc1C1CCN(Cc2ccc(F)cc2F)C1 (centres undefined)	?
CN(C1CCCCC1)S(=O)(=O)c1ccc2c(c1)c(=O)c(C(=O)NCc1ccc(Cl)cc1)cn2C	12%[11.5 µM]
CC1=C[C@@H](CNC(=O)C2CCC2)[C@H](C(C)C)C[C@H]1Cc1nc2ccc(F)cc2[nH]1	-19%[86.2 µM]
Cc1ccc(NC(=O)Cn2c(=O)n(CCc3ccccc3)c(=O)c3sc4ccccc4c32)cc1C	?
CC(=O)Nc1ccc(NC(=O)Nc2cc(C)cc(C)c2)cc1	23%
O=C(CSc1n[nH]c(-c2ccc(F)cc2)n1)NCc1ccccc1Cl	-10%
COc1cccc(C(=O)Nc2cc(C(C)(C)C)no2)c1	-5%
Cc1ccccc1/C=C/C(=O)c1c(C)nc2ccccc2c1-c1ccccc1	8%
COc1ccc(C(=O)N2CCC3(C2)C(=NC2CCCC2)NC(=O)N3c2cccnc2)cc1 (centres undefined)	6%[115 µM]
Cc1ccc(S(N)(=O)=O)cc1NC(=O)c1c(-c2c(Cl)cccc2Cl)noc1C	14%
CCSc1nc(N2CCCCC2)c2c(c1C#N)CCCC2	10%
Other compounds
SMILES	KDM5B inh
O=c1oc2cc(O)ccc2cc1-c1nnc(Nc2ccc(Cl)cc2)s1	?
Cc1ccc(N2CC(C(=O)NCCS(=O)(=O)N3CCN(c4ccccc4)CC3)CC2=O)cc1 (centres undefined)	-5%&-9%
COc1cc(/C=C(/C#N)C(=O)c2ccccc2C)cc(Cl)c1O	?
CC1(C)CC(=O)c2cnc(N3CCc4ccccc43)nc2C1	?
COc1ccc(-c2nc3sc(CCNC(=O)C(C)(C)C)c(C)n3n2)cc1	-15%
CCOc1ccccc1OCc1nn2c(C(C)(C)C)nnc2s1	12%
CN(C)c1ccc(CNC(=O)CCn2c(=O)c3cccn3c3ccc(F)cc32)cc1	-3%
N#Cc1c(-c2ccccc2)cc(-c2cccs2)nc1SCCS(=O)Cc1ccc(Cl)cc1 (centres undefined)	?
Cn1cc(C(=O)O)c(=O)c2cc(S(=O)(=O)N3CCOCC3)ccc21	-30%
COC(=O)c1cnc(N(C)C2CCCCC2)c2ccccc12	-7%
O=C(O)C(Oc1ccc2ccccc2c1)c1ccccc1 (centres undefined)	1%
COc1ccccc1Cn1cnc2cccnc21	-8%[86.2 µM]
COCC1CN(C2CCC2)CC12CCN(Cc1scnc1C)CC2 (centres undefined)	?
C=CCn1c(SCC2CCCCO2)nc2sc(CC)cc2c1=O (centres undefined)	-4%
COc1ccc(C)cc1NC(=O)N1CCN(c2cc(-c3noc(C)n3)ccc2C)CC1	?
C/C(=N/Nc1ccc(F)cc1F)c1ccccc1Br	-18%
Cc1ccccc1NC(=O)CSc1nc2ccc(NC(=O)CCc3ccccc3)cc2s1	-16%
CCN(CC)C(=O)C(C)[C@@H]1CC[C@@]2(C)CC[C@H](NC(=O)C3CC3)[C@@H](C)[C@@H]2[C@H]1O (some centres undefined)	-23%[86.2 µM]
Cc1ccccc1OCC(=O)N(Cc1ccco1)c1c(N)n(Cc2ccccc2)c(=O)[nH]c1=O	?
O=C1CC(c2ccccc2)N(C(=O)CNS(=O)(=O)c2ccc3c(c2)CCC3)CCCCCN1 (centres undefined)	-1%

Quoted from the listing.
Value for CN(C)c1ccc(CNC(=O)CCn2c(=O)c3cccn3c3ccc(F)cc32)cc1 in KDM5B inh: -3%
Value for COc1ccccc1Cn1cnc2cccnc21 in KDM5B inh: -8%[86.2 µM]
Value for O=C(O)C(Oc1ccc2ccccc2c1)c1ccccc1 (centres undefined) in KDM5B inh: 1%

Some of the compounds tested; rates above refer to the full screens.
